# Screening results from PubChem.
# M. tuberculosis HTS: M. tuberculosis growth inhibition, HTS (AID 449762); M. tuberculosis H37Rv growth inhibition, 7H9 media; higher % means a stronger effect; one-dose inhibition, % at 25 µM; IC50 in µM for titrated hits; actives 0.59% (n = 330,000); in the data active means a potency from the dose series; inconclusive means inhibition above about 70% without an active follow-up result;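 further: bacterial growth assessed after seven days of incubation; strong numbers were not always called active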
# M. tuberculosis: growth inhibition of non-replicating M. tuberculosis (AID 488890); inhibition, % at 25 µM, or IC50 in µM where a hit was titrated; actives 0.39% (n = 320,000); Mycobacterium tuberculosis non-replicating, growth inhibition; higher % means a stronger effect; in the data active means a potency from the dose series; inconclusive means inhibition mostly from about 82% at the one dose, without a potency; inactive means the rest, 99 in 100 with inhibition below about 76%;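 further: plate controls were DMSO cells for no effect and high antibiotic wells for full effect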
# Salmonella PhoP GFP: PhoP regulon inhibitors, Salmonella typhi PhoP promoter GFP reporter, confirmatory (AID 1850) | inhibition, % at 50 µM; hits with a dose series show IC50 in µM | Salmonella Typhi PhoP-promoter GFP reporter, fluorescence, 4 h; higher % means a stronger effect | actives 0.33% (n = 310,000); in the data active means a potency from the dose series; inconclusive means inhibition mostly from about 25% at the one dose, without a potency; inactive means the rest, 99 in 100 with inhibition below about 19%;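 further: 0% = induced wells with vehicle and 100% = uninduced wells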
# VEEV TC-83 Vero: inhibitors of VEEV TC-83 cytopathic effect, confirmation, Vero cells (AID 588727) | actives 0.13% (n = 350,000) | inhibition, % at 20 µM; hits with a dose series show IC50 in µM | Vero cells, VEEV TC-83 cytopathic effect inhibition; higher % means a stronger effect; in the data active means a potency from the dose series; inconclusive means inhibition mostly from about 14% at the one dose, without a potency; inactive means the rest, 99 in 100 with inhibition below about 12%; further: strong numbers were not always called active
# H1N1 NS1A inhibition: NS1A inhibition, H1N1 influenza, cell based functional assay (AID 504329) | NS1A functional cell-based assay, percent inhibition; higher % means a stronger effect | inhibition, % at 12.5 µM, or IC50 in µM where a hit was titrated | actives 0.3% (n = 340,000); in the data active means a potency from the dose series; inconclusive means inhibition above about 27% without an active follow-up result; further: strong numbers were not always called active
# VEEV TC-83 Vero 10K pilot screen: further read-out of VEEV TC-83 Vero, marked with its call; inhibition, %; measured here: 10K pilot screen inhibition
# * = called active by the depositor; i = inactive; ? = inconclusive; . = not tested or not shown; & = joins results of further samples.
SMILES,M. tuberculosis HTS,M. tuberculosis,Salmonella PhoP GFP,VEEV TC-83 Vero,H1N1 NS1A inhibition,others
CCCCSc1nnc(-c2cc3c(C(F)(F)F)nn(C)c3s2)n1C,14%,?,18%,13%,-10%,
CCCc1n(CC(O)COC2CCCCC2)c2ccccc2[n+]1C (configuration not stated),5%,40%,4%,1.4%,-1%,
Cc1csc(=Nc2ccccc2)n1C,2%,0%,-6%,0.5%,-6%,
O=C(CNC(=S)NC(=O)c1ccc(Cl)cc1)c1ccccc1,-5%,?,-15%,0.1%,19%,
c1csc(C2=Nn3c(nnc3-c3ccncc3)SC2)c1,0%,17%,-29%,3.4%,-3%,
CC(/C=N\NC(=O)c1ccc(C)nc1)=C\c1ccccc1,-5%,20%,3%,i,-14%,
CNC(=O)C1C2C=CC3(O2)C1C(=O)N(CCOC)C3C(=O)NCc1ccc(OC)cc1 (configuration not stated),-5%,-8%,17%,0.6%,-4%,
CCc1ccc(-c2nc(CS(=O)CC(=O)NC3CC3)c(C)o2)cc1 (configuration not stated),5%,-5%,3%,2.6%,1%,
COc1ccc(OC)c(S(=O)(=O)Nc2cc3c4c(c2)C(C)C(=O)N4CCC3)c1 (configuration not stated),3%,-5%,11%,2.9%,-10%,
O=C(Nc1ccccc1C(=O)N1CCCCC1)c1cc(F)c(F)cc1Cl,1%,-7%,-7%,i,10%,
O=C(OCc1cc(Cl)ccc1OC(F)F)c1ccc([N+](=O)[O-])o1,?,?,2%,.,.,
CC(=O)N(CC1CCCO1)c1nnc(-c2ccccn2)s1 (configuration not stated),-6%,-8%,3%,2.8%,8%,
O=C(NCCc1ccco1)C(=O)NCC1OCCCN1S(=O)(=O)c1cc(F)ccc1F (configuration not stated),-9%,9%,-5%,0.3%,-8%,
Cc1ccnc(NC(=O)CNC(=O)c2sc3ccccc3c2Cl)c1,3%,4%,-7%,1.2%,-1%,
COCCn1c(=NC(=O)C(C)(C)C)sc2cc([N+](=O)[O-])ccc21,2%,28%,3%,1.9%,-2%,
O=C(Cc1ccc(N2CCNC2=O)cc1)N1CCCC(Nc2ccc(F)c(F)c2)C1 (configuration not stated),-3%,9%,-14%,0.3%,2%,
Cc1ccc(NC(=O)c2c(F)cccc2Cl)cc1S(=O)(=O)N1CCOCC1,13%,21%,.,6.9%,-6%,
O=C(CN1CCC(C(=O)c2ccc(F)cc2)CC1)Nc1ccc(F)cc1,-10%,11%,-3%,1.4%,-5%,
Cc1cc(C)c2c(CC(=O)N(CCC#N)Cc3cccnc3)coc2c1,-1%,26%,-3%,0.7%,-13%,
O=C(CCCSc1nnnn1-c1cccc2ccccc12)c1ccc(F)cc1,-4%,9%,3%,i,0%,
CC(=O)Oc1ccc(-c2cccc(C(=O)N(C)c3ccc(O)cc3)c2)cc1,67%,53%,-10%,1.2%,-5%,
CC(=O)c1c(O)cc(O)c(C(C)=O)c1O,-9%,-8%,-1%,3.2%,0%,
NC(=O)C1CCN(CC(=O)Nc2ccccc2C(=O)NC2CC2)CC1,.,.,.,2.3%,0%,
CC(NC(=O)c1ccccc1)C(=O)NC1=NCCS1 (configuration not stated),1%,-8%,7%,1.1%,-3%,

# By substructure: the compounds so far containing four or more nitrogen atoms.
SMILES,M. tuberculosis HTS,M. tuberculosis,Salmonella PhoP GFP,VEEV TC-83 Vero,H1N1 NS1A inhibition,others
CCCCSc1nnc(-c2cc3c(C(F)(F)F)nn(C)c3s2)n1C,14%,?,18%,13%,-10%,
c1csc(C2=Nn3c(nnc3-c3ccncc3)SC2)c1,0%,17%,-29%,3.4%,-3%,
CC(=O)N(CC1CCCO1)c1nnc(-c2ccccn2)s1 (configuration not stated),-6%,-8%,3%,2.8%,8%,
O=C(Cc1ccc(N2CCNC2=O)cc1)N1CCCC(Nc2ccc(F)c(F)c2)C1 (configuration not stated),-3%,9%,-14%,0.3%,2%,
O=C(CCCSc1nnnn1-c1cccc2ccccc12)c1ccc(F)cc1,-4%,9%,3%,i,0%,
NC(=O)C1CCN(CC(=O)Nc2ccccc2C(=O)NC2CC2)CC1,.,.,.,2.3%,0%,

# More entries follow:
SMILES,M. tuberculosis HTS,M. tuberculosis,Salmonella PhoP GFP,VEEV TC-83 Vero,H1N1 NS1A inhibition,others
O=C(OCCNC(=O)c1ccc2ccccc2n1)c1ccc(F)cc1,?,52%,-6%,1.4%,-14%,
COC(=O)C1CN(C#N)N(c2ccc(Cl)cc2)C12c1ccccc1-c1ccccc12 (configuration not stated),44%,73%,2%,i,5%,
COC(=O)c1ccc(NC(=O)C[n+]2ccccc2)cc1,7%,3%,-8%,0.4%,-23%,
CCCn1c(O)c(N=NC(=O)CNC(=O)c2ccncc2)c2ccccc21,-4%,13%,-1%,0.4%,4%,
Cc1sc2nc(SCC(=O)O)[nH]c(=O)c2c1C,-9%,12%,-2%,1.1%,-8%,
CCCc1cc(=O)[nH]c(SCCN2C(=O)c3ccccc3C2=O)n1,3%,11%,3%,0.9%,-1%,
Cc1csc(NC(=O)C2CCCCC2)n1,0%,43%,4%,1.5%,0%,
CC(Oc1ccc(Br)cc1)C(=O)NCCCN1CCCC1=O (configuration not stated),-10%,10%,.,2.6%,-12%,
CCCC[C@@H]1CNC(=O)C(=O)N1CCc1cc(C(F)(F)F)cc(C(F)(F)F)c1,6%,11%,-2%,0.3%,-3%,
N#Cc1cc2c(nc1SCC(O)CS(=O)(=O)Cc1ccc(Cl)cc1)CCCC2 (configuration not stated),1%,10%,-22%,1.4%,-8%,
C=CCn1c(C)csc1=Nc1ccc(C(C)=O)cc1,51%,33%,-6%,4.3%,0%,
CCOC(=O)CNc1c(N2CCN(c3ccccn3)CC2)c(=O)c1=O,-6%,.,6%,0.4%,4%,
CCOc1cc(NC(=S)NCCOC)c(OCC)cc1NC(=O)c1cccs1,-5%,?,3%,.,.,
CCCC(C(=O)NCCc1ccc(S(N)(=O)=O)cc1)c1ccccc1 (configuration not stated),-5%,-6%,4%,i,-16%,
COc1ccc(S(=O)(=O)Nc2c(C)nc3nc[nH]n3c2=O)cc1,0%,-10%,-6%,1.1%,-7%,
O=C(CCN1C(=O)C2C3C=CC(C3)C2C1=O)NC1CCCCC1 (configuration not stated),-6%,12%,2%,0.4%,9%,
COc1ccc(OCc2cc(C(=O)N3CCOCC3)no2)c(Cl)c1,4%,4%,-16%,i,-8%,
COc1ccc2cc(C3=CCCCC3)ncc2c1,24%,48%,.,0.1%,-71%,
CC(C)OC(=O)C[N+](C)(C)CCN1C(=O)C2C(c3ccccc3)C=CC(c3ccccc3)C2C1=O (configuration not stated),-4%,-17%,4%,i,4%,
COc1cc2oc(=O)cc(-c3ccc(-c4ccc(N(C)C)cc4)cc3)c2c(OC)c1OC,.,.,.,2.8%,-36%,
O=c1oc2ccccc2c(NCc2ccc(Cl)cc2)c1[N+](=O)[O-],-2%,21%,7%,1.8%,-3%,
CC(=O)Nc1nc(C)c(-c2csc(Nc3ccccn3)n2)s1,-6%&0%,1%&-4%,15%&3%,3.9%&4.1%,15%&10%,
CN(Cc1ncc[nH]1)C(=O)c1cc(COc2c(F)cccc2F)on1,6%,-10%,-2%,i,12%,
COc1ccc(NC(C)=O)cc1NC(C)C(=O)Nc1cccc(S(=O)(=O)N2CCOCC2)c1 (configuration not stated),-8%,12%,.,0.6%,-3%,
N=c1c2ccccc2nnn1-c1ccc(C(F)(F)F)cc1,-2%,2%,-2%,i,-2%,
CC(=O)Nc1ccc(C(=O)Nc2ccc3c(c2)OCO3)cc1,-11%,7%,-4%,2.4%,7%,
COc1cc(NC(=O)CCS(=O)(=O)c2ccc3c(c2)oc(=O)n3C)cc(OC)c1OC,6%,5%,-3%,4.7%,-4%,
CCOc1ccc(NC(=O)Cn2cc(C(=O)C3CC3)c3ccccc32)cc1,7%,-11%,14%,0.9%,11%,
CCN(CC)c1ccc(C(=S)NC2CCCCC2)cc1,3%,47%,5%,i,18%,
c1ccc(COc2ccccc2CNCc2cccnc2)cc1,5%,13%,-10%,0.4%,-9%,
CC(=O)c1ccc(Oc2cc(C)nc(NCc3ccccc3)n2)cc1,9%,17%,6%,8.2%,-4%,
CN(C)c1ccnc(-n2cccc2/C=N/O)c1C#N,0%,-5%,-2%,0.6%,.,
NC(=O)c1cccc2c1C(=O)N(C1CCCCC1)C2,-1%,0%,-7%,0.5%,23%,
Cc1ccc(NC(=S)N2CCC(C(=O)c3ccc(F)cc3)CC2)cc1C,.,.,.,1.5%,-6%,
CNC(=O)CCc1[nH]c2ccccc2c1Sc1ccccc1,-2%,-19%,-8%,2.0%,-10%,
COCCCNC(=O)Cn1cc(C(=O)c2cccs2)c2ccccc21,-8%,-11%,-5%,0.8%,0%,VEEV TC-83 Vero 10K pilot screen=1.4

# In the list so far, 3 have a furan ring, fused or not.
SMILES,M. tuberculosis HTS,M. tuberculosis,Salmonella PhoP GFP,VEEV TC-83 Vero,H1N1 NS1A inhibition,others
O=C(OCc1cc(Cl)ccc1OC(F)F)c1ccc([N+](=O)[O-])o1,?,?,2%,.,.,
O=C(NCCc1ccco1)C(=O)NCC1OCCCN1S(=O)(=O)c1cc(F)ccc1F (configuration not stated),-9%,9%,-5%,0.3%,-8%,
Cc1cc(C)c2c(CC(=O)N(CCC#N)Cc3cccnc3)coc2c1,-1%,26%,-3%,0.7%,-13%,

# The list goes on.
SMILES,M. tuberculosis HTS,M. tuberculosis,Salmonella PhoP GFP,VEEV TC-83 Vero,H1N1 NS1A inhibition,others
Cc1onc(-c2c(F)cccc2Cl)c1C(=O)OCN1C(=O)c2ccccc2C1=O,3%,-4%,-15%,1.8%,4%,
O=C(NNC(=O)C1CCCC1)c1ccc(F)cc1,-13%,0%,-12%,0.5%,-9%,
COCC(=O)OC1CCn2c1nc1c2C(=O)C(C)=C(NC(C)=O)C1=O (configuration not stated),.,.,.,6.6%,-3%,
O=C(NC1CCCC1)C(c1ccc(N2CCOCC2)cc1)N(C(=O)c1ccco1)c1ccccc1F (configuration not stated),-5%,10%,-5%,2.4%,3%,
Cc1ccc(CNC(=O)COc2cccc3c2OC(C)(C)C3)cc1,.,.,.,5.8%,-6%,
Fc1ccc(C2c3[nH]c4ccccc4c3CCN2CCCn2cccn2)cc1 (configuration not stated),-5%,38%,8%,0.9%,-1%,
CC(=O)Nc1c(C)nn(C(C)=O)c1C,-2%,-16%,-5%,0.3%,-5%,
CC(Oc1ccc(Cl)cc1Cl)C(=O)NCCCN(C)C (configuration not stated),4%,5%,-4%,i,-7%,
COc1ccc(/C=C(\C#N)C(=O)c2c(C)[nH]c3ccccc23)cc1OC,7%,15%,-2%,0.8%,7%,
